Assay outcomes as filed in PubChem.
All columns: NCI-60 one-dose screen, growth in % after 48 h at 10 µM unless noted; 100 = growth as untreated, 0 = no growth, -100 = all killed.
CAKI-1: CAKI-1 renal cancer; hit rate 4.7% among 75,000; AID 1794772
TK-10: TK-10 renal cancer cells; hit rate 3.9% among 81,000; AID 1794769
RXF 393: RXF 393 renal cancer cells; hit rate 6.9% among 77,000
786-0: 786-0 renal cancer cells; hit rate 5.1% among 81,000
SN12C: SN12C renal cancer cells; hit rate 3.8% among 81,000; AID 1794767
UO-31: UO-31 renal cancer; hit rate 5.2% among 81,000; AID 1794768
DU-145: DU-145 prostate cancer | hit rate 4.2% among 81,000 | AID 1794760
ACHN: ACHN renal cancer | hit rate 4.9% among 81,000
A498: A498 renal cancer cells; hit rate 5.4% among 76,000
* marks the source's active call; other numbers are inactive results; · = not tested or not shown; & = joins results of further samples. The calls were made as follows: active = growth percent below 10; inactive = the rest. A portion of the library, so the mix of outcomes need not match the whole.

Each structure is followed by: ACHN | RXF 393 | CAKI-1 | A498 | TK-10 | 786-0 | DU-145 | SN12C | UO-31
(1) N#CCCc1ccccc1
    98 | 114 | 98 | · | 113 | 106 | 119 | 103 | 85
(2) CCOP(=S)(N/N=C1/C2(C)CCC(C2)C1(C)C)OCC (configuration not stated)
    104 | 112 | 92 | 97 | 106 | 96 | 100 | 100 | 63
(3) CN1C2c3ccccc3C3C4c5ccccc5C(C31)C(C2[N+](=O)[O-])N4C (configuration not stated)
    109 | 103 | 110 | 97 | 134 | 106 | 121 | 101 | 94
(4) CCC(Br)C(N)=O (configuration not stated)
    110 | 112 | 102 | 94 | 98 | 109 | 101 | 102 | 97
(5) N#CC(Cl)(Cl)CCl
    100 | 104 | 96 | 71 | 100 | 90 | 117 | 105 | 89
(6) CC(=O)OC1CCC2(C)C(CC(=O)C3C2CCC2(C)C(OC(C)=O)CCC32)C1 (configuration not stated)
    103 | 108 | 97 | 77 | 98 | 96 | 110 | 97 | 81
(7) CCCCCCCCCCOc1ccc(C(=O)Oc2ccc(CSP3(=O)OCC4OC(n5ccc(=O)[nH]c5=O)C(F)C4OP(=O)(O)OCC4OC(n5cnc6c(N)ncnc65)C(F)C4O3)cc2)cc1 (configuration not stated)
    · | 73 | · | 6.7* | 92 | 99 | 106 | 101 | 98
(8) COc1cccc(NC2=NCCS2)c1
    92 | 106 | 101 | 103 | 105 | 104 | 122 | 98 | 89
(9) O=C(O)CCCc1ccc(N(CCCl)CCCl)cc1
    39&72 | 88&106 | 34&58 | 100&115 | 102 | 86&98 | 99&111 | 87&83 | 90&83
(10) CC12CCC3C(CC=C4CC(O)CCC43C)C1C/C(=C\c1ccc(N(CCCl)CCCl)cc1)C2=O (configuration not stated)
    87 | 87 | 54 | 84 | 75 | 82 | 92 | 102 | 87
(11) Nc1nc([Se])c2ncn(C3OC(CO)C(O)C3O)c2n1 (configuration not stated)
    84 | · | · | 95 | 60 | 29 | 40 | 95 | 85
(12) CN(C)C1OCCO1
    98 | 104 | 99 | 101 | 102 | 101 | 120 | 102 | 88
(13) CCC1COCC1Cc1cncn1C (configuration not stated)
    97 | 121 | 103 | 80 | 108 | · | 112 | 96 | 85
(14) C[CH2][Pb]([CH2]C)([CH2]C)[O]C(=O)c1ccc(N)cc1
    71 | 34 | 65 | 60 | · | 80 | 68 | 77 | 52
(15) ClCCSC(c1ccccc1)(c1ccccc1)c1ccccc1
    96 | 85 | 65 | 90 | 101 | 88 | 105 | 98 | 83
(16) CN(C)Cc1c[nH]c2cc([N+](=O)[O-])ccc12
    103 | 85 | 105 | 105 | 111 | 105 | 107 | 106 | 79
(17) Nc1ccc([N+](=O)[O-])c2c1Oc1ccccc1O2
    108 | 50 | 58 | 73 | 94 | 83 | 93 | 98 | 10
(18) CCCCCC(C)C1C(=O)NC(=O)NC1=O (configuration not stated)
    104 | 101 | 95 | 94 | 125 | 98 | 109 | 100 | 94
(19) CC12CCC3C(CC=C4CC(O)CCC43C)C1C/C(=C\c1ccc(OCC(=O)N3CCCC3)cc1)C2=O (configuration not stated)
    113 | 117 | 95 | 88 | 100 | 107 | 98 | · | 102
(20) COc1cc(C=C2C(=O)NC(=O)NC2=O)cc(OC)c1O
    104 | 107 | 94 | 111 | 103 | 109 | 109 | 107 | 102
(21) Cc1nnnn1-c1ccccc1
    113 | 63 | 106 | 125 | 112 | 106 | 119 | 119 | 104
(22) OC1(c2ccc(Cl)cc2Cl)c2ccccc2C2=NCCN21 (configuration not stated)
    103 | -13* | -22* | 94 | 77 | 88 | 109 | 92 | 82
(23) C=CCN1C(=O)C(CC)(CCC(C)C)C(=O)NC1=S (configuration not stated)
    110 | 107 | 98 | 112 | 115 | 98 | 105 | 101 | 86
(24) Cc1c(NS(=O)(=O)c2ccccc2)ccc([N+](=O)[O-])c1Cl
    70 | 77 | 48 | 59 | 77 | 41 | 94 | 59 | 45
(25) Cc1ccc(OC(=O)N(C)C)c(C)c1
    105 | 103 | 115 | 110 | 103 | 93 | 122 | 99 | 89
(26) c1cnc2c(c1)ccc1ncccc12
    91 | · | 92 | 207 | 114 | 105 | 107 | 95 | 93
(27) CC(=O)Nc1cc([As](=O)(O)O)ccc1O
    102&92 | 112&113 | 116&93 | 119&121 | 104&121 | 105&99 | 122&105 | 92&107 | 82&92
(28) O=C(CCl)Nc1ccccc1
    113 | 106 | 100 | 101 | 102 | 105 | 108 | 100 | 87
(29) CCCCCCCC/C=C\CCCCCCCC(=O)OOC(=O)CCCCCCC/C=C/CCCCCCCC
    103 | 93 | 102 | 107 | 112 | 108 | 108 | 91 | 92
(30) O=C(O)C1CCN1C12CC3CC(CC(C3)C1)C2 (configuration not stated)
    111 | 115 | 108 | 112 | 102 | 111 | 119 | 103 | 82
(31) CCCCCCCC[N+]12CN3CN(CN(C3)C1)C2
    99 | 105 | 93 | 95 | 100 | 90 | 101 | 97 | 88
(32) Cc1ccccc1OP(=O)(Oc1ccccc1C)N1CCOCC1
    95 | 101 | 85 | 110 | 105 | 100 | 118 | 99 | 90
(33) CC(C)NC(=O)NC(=O)CI
    107 | 127 | 135 | 117 | 102 | 102 | 115 | 98 | 81
(34) CC(C)N(CCCl)CCOc1ccc(Cl)cc1Cc1ccccc1
    90 | 78 | 86 | 63 | 98 | 88 | 91 | 90 | 71
(35) CCN1C[C@@]2(COC)C3[C@@H](OC)[C@H]4[C@@H]1[C@]3(C(OC)C[C@H]2O)C1C[C@@]2(O)[C@H](OC(=O)c3ccccc3)C1[C@]4(OC(C)=O)[C@@H](O)[C@@H]2OC (some centres not stated)
    99 | 102 | 89 | 76 | 109 | 104 | 109 | 105 | 80
(36) COC(=O)C(=[N+]=[N-])C(=O)OC
    94 | 102 | 109 | 100 | 92 | 98 | 112 | 98 | 88
(37) COc1ccc(-n2c(SC)nc3ccc(Cl)cc3c2=O)cc1
    103 | 111 | 93 | 94 | 107 | 94 | 105 | 101 | 89
(38) C[C@@H]1CC[C@@]2(NC1)O[C@H]1C[C@H]3[C@@H]4CC=C5C[C@@H](O)CC[C@]5(C)[C@H]4CC[C@]3(C)[C@H]1[C@@H]2C
    104 | 114 | · | 115 | 101 | 97 | 103 | 94 | 110
(39) CC1(OO)CCC2CC1C2(C)C (configuration not stated)
    100 | 123 | · | 119 | 101 | 97 | 119 | 96 | 87
(40) O=P(O)(Nc1ccccc1)Nc1ccccc1
    96 | 94 | 77 | 89 | 106 | 94 | 97 | 100 | 82
(41) Cc1sc2c(c1C)C(c1ccc(Cl)cc1)=N[C@@H](CC(=O)OC(C)(C)C)c1nnc(C)n1-2
    31 | · | 22 | -12* | 23 | 46 | 57 | 50 | 13
(42) CC(=O)Nc1ccc([As](=O)(O)c2ccc([N+](=O)[O-])cc2)cc1
    95 | 78 | 99 | 123 | 123 | 57 | 104 | 96 | 78
(43) NC1=NCC(c2ccc(Cl)cc2)O1 (configuration not stated)
    104 | 115 | 102 | · | 112 | 109 | 103 | 100 | 73
(44) CC(C)N(CCCl)/N=N/c1nc2c([nH]1)c(=O)n(C)c(=O)n2C
    95 | 108 | · | 106 | 105 | 100 | 103 | 105 | 85
(45) CC(C)CCO/N=C/c1cccnc1
    108 | 121 | 110 | 98 | 109 | 104 | 104 | 98 | 94
(46) ClCCN(CCCl)c1ccc(OCc2ccccc2)cc1
    18 | 82 | 11 | 69 | 96 | 19 | 26 | 31 | 39
(47) O=[N+]([O-])c1ccc2c(c1)Cc1cc(O)ccc1-2
    84 | 98 | 89 | 90 | 98 | 91 | 102 | 85 | 64
(48) CC1(C)C(C(=O)c2nn(CCCCCF)c3ccccc23)C1(C)C
    108 | 104 | · | 85 | 107 | 94 | 107 | 106 | 85
(49) CNCC(=O)c1ccc(O)c(O)c1
    100&94&97 | 111&105&101 | 102&86&93 | 97&79&99 | 94&89&91 | 112&107&109 | 99&109&112 | 98&88&94 | 86&72&84
(50) CCC(C)(C)O
    103 | 111 | 94 | 83 | 107 | 114 | 115 | 99 | 94

Structural class, the entries above with a nitro group on carbon
Each structure is followed by: ACHN | RXF 393 | CAKI-1 | A498 | TK-10 | 786-0 | DU-145 | SN12C | UO-31
(3) CN1C2c3ccccc3C3C4c5ccccc5C(C31)C(C2[N+](=O)[O-])N4C (configuration not stated)
    109 | 103 | 110 | 97 | 134 | 106 | 121 | 101 | 94
(16) CN(C)Cc1c[nH]c2cc([N+](=O)[O-])ccc12
    103 | 85 | 105 | 105 | 111 | 105 | 107 | 106 | 79
(17) Nc1ccc([N+](=O)[O-])c2c1Oc1ccccc1O2
    108 | 50 | 58 | 73 | 94 | 83 | 93 | 98 | 10
(24) Cc1c(NS(=O)(=O)c2ccccc2)ccc([N+](=O)[O-])c1Cl
    70 | 77 | 48 | 59 | 77 | 41 | 94 | 59 | 45
(42) CC(=O)Nc1ccc([As](=O)(O)c2ccc([N+](=O)[O-])cc2)cc1
    95 | 78 | 99 | 123 | 123 | 57 | 104 | 96 | 78
(47) O=[N+]([O-])c1ccc2c(c1)Cc1cc(O)ccc1-2
    84 | 98 | 89 | 90 | 98 | 91 | 102 | 85 | 64

Remaining list, next part
Each structure is followed by: ACHN | RXF 393 | CAKI-1 | A498 | TK-10 | 786-0 | DU-145 | SN12C | UO-31
(51) [Cl][Sn]([c]1ccccc1)([c]1ccccc1)[c]1ccccc1
    -89* | -81* | -88* | -91* | -93* | -93* | -84* | -29* | -88*
(52) CC(=O)O[C@H](C[C@H](C(C)C)N(C)C(=O)[C@@H](NC(=O)[C@H]1CCCCN1C)C(C)C)c1nc(C(=O)N[C@@H](Cc2ccccc2)C[C@H](C)C(=O)O)c(C)s1
    27 | 54 | · | -8.2* | 37 | 26 | 22 | 35 | 59
(53) CC(C)CCCC(C)C1CCC2C3CC=C4CC(OC(=O)c5cc([N+](=O)[O-])c(N6CC6)c([N+](=O)[O-])c5)CCC4(C)C3CCC12C (configuration not stated)
    93 | 102 | 97 | 86 | 120 | 104 | 110 | 101 | 79
(54) OC(CNC1CCCCC1)c1ccccc1 (configuration not stated)
    96 | 105 | 108 | 97 | 107 | 105 | 115 | 106 | 86
(55) C[C@]12CC[C@H]3[C@@H](CC[C@]4(O)C[C@@H](O[C@@H]5O[C@H](CO)[C@@H](O[C@@H]6OC[C@@H](O)[C@H](O)[C@H]6O)[C@H](O)[C@H]5O)CC[C@]34C=O)[C@@]1(O)CC[C@@H]2C1=CC(=O)OC1
    -34* | -19* | -5.1* | -9.0* | -7.0* | 0.0* | -62* | -32* | 6.2*
(56) CC/C(=C(\CC)c1ccc(OC(=O)Cc2ccc(N(CCCl)CCCl)cc2)cc1)c1ccc(OC(=O)Cc2ccc(N(CCCl)CCCl)cc2)cc1
    102 | 113 | 91 | 112 | 116 | 104 | 116 | 103 | 78
(57) C1=CC(N2CCOCC2)CCC1 (configuration not stated)
    115 | 119 | 105 | · | 120 | 95 | 106 | 113 | 87
(58) CC(C)OC(=O)OCSP1(=O)OCC2OC(n3ccc(=O)[nH]c3=O)C(F)C2OP(=O)(O)OCC2OC(n3cnc4c(N)ncnc43)C(F)C2O1 (configuration not stated)
    · | 91 | · | 104 | 81 | 96 | 108 | 112 | 90
(59) CNC(=O)Oc1ccccc1I
    101 | 141 | 93 | 109 | 102 | 98 | 130 | 115 | 92
(60) CC(Br)C(=O)Nc1ccccc1 (configuration not stated)
    107 | · | 95 | 85 | 96 | 98 | · | 106 | 90

Two compounds from above with just ACHN, 786-0 and RXF 393:
nr	Structure	ACHN	786-0	RXF 393
57	C1=CC(N2CCOCC2)CCC1 (configuration not stated)	115	95	119
54	OC(CNC1CCCCC1)c1ccccc1 (configuration not stated)	96	105	105

Other records
Each structure is followed by: ACHN | RXF 393 | CAKI-1 | A498 | TK-10 | 786-0 | DU-145 | SN12C | UO-31
(61) CC1CCN(C(c2ccccc2)C(O)c2ccccc2)CC1 (configuration not stated)
    · | 104 | · | 90 | 101 | 87 | 101 | 103 | 81
(62) COc1ccc(C(SCC(NC(=O)OCc2ccccc2)C(=O)O)c2ccc(OC)cc2)cc1 (configuration not stated)
    105 | 104 | 92 | 103 | 116 | 103 | 115 | 93 | 82
(63) CC(O)c1cccc(Cl)c1 (configuration not stated)
    101 | 138 | 107 | · | 105 | 105 | 112 | 102 | 93
(64) O=Cc1ccc(C(Cl)(Cl)Cl)nc1
    98 | 121 | · | 109 | 120 | 111 | 111 | 114 | 85
(65) COC1C(OC(=O)/C=C/C=C/C=C/C=C/C(=O)O)CCC2(CO2)C1C1(C)OC1CC=C(C)C (configuration not stated)
    78 | 78 | 96 | 102 | 102 | 86 | 80 | 82 | 69
(66) C=CCc1cc2c(cc1OCCC)OCO2
    111 | · | 97 | 88 | 89 | 90 | 108 | 96 | 96
(67) c1ccc(Nc2ccc(Nc3ccccc3)cc2)cc1
    27 | 74 | 59 | 46 | 93 | 74 | 74 | 78 | 60
(68) ClC(Cl)=C(c1ccc(Cl)cc1)c1ccc(Cl)cc1
    105 | 90 | 98 | 87 | 103 | 98 | 110 | 109 | 102
(69) C[C@H]1[C@H](OC(=O)CCC(=O)N(CCCc2cn(-c3ccc(CN4CCOCC4)cc3)nn2)CCNc2ccnc3cc(Cl)ccc23)O[C@@H]2OC3(C)CC[C@H]4[C@H](C)CC[C@@H]1[C@@]24OO3
    23 | 7.4* | 21 | 94 | 49 | -65* | 50 | 23 | 13
(70) CCCCCCCCNCC(O)c1ccc(Cl)c(Cl)c1 (configuration not stated)
    109 | 98 | 85 | 104 | 100 | 85 | 114 | 85 | 54
(71) c1ccc(CNC2CCCCCCC2)cc1 (tested in a mixture with another compound)
    110 | 108 | 98 | 102 | 106 | 96 | 106 | 95 | 87
(72) CC(C)OCCCNC(=O)CCl
    124 | 104 | 103 | 99 | 109 | 108 | 121 | 99 | 81
(73) COC(=O)C1CC2c3ccccc3C1c1ccccc12 (configuration not stated)
    98 | 95 | 76 | 98 | 107 | 104 | 119 | 98 | 84
